Bioassay records as filed in PubChem.
Cav3 T inh: human Cav3.2 channel inhibition, primary screen. O95180. Cav3.2-expressing cells, Fluo-4 calcium fluorescence FDSS; active compounds read low. B-score at 10 µM. 100,000 compounds, 4% hits;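 active = single-dose well whose peak fluorescence ratio is a statistical outlier from its plate by either plate-standardised score or position-corrected B-score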
* = called active by the depositor. A portion of the library; the hit share may differ from the screen's.

no.	Structure	Cav3 T inh
1	Cn1c(=O)c2c(ncn2CC(=O)Nc2ccc(Cl)cc2Cl)n(C)c1=O	-0.00036
2	COCCn1c(SCC(=O)c2ccc3c(c2)OCCO3)nnc1-c1ccoc1C	0.83
3	O=C(NCc1cccs1)C1CCN(S(=O)(=O)c2cccc3nsnc23)CC1	0.57
4	O=C(Nc1ccc(-n2cnnn2)cc1)C1CCCN1C(=O)NC1CCCCC1 (configuration not stated)	0.11
5	N#Cc1c(NC(=O)CSc2nnc(-c3ccccc3)o2)sc2c1CCCC2	0.25
6	O=C(Cc1cccs1)NCCn1ccc2ccccc21	-0.94
7	O=C(Nc1ccc(Cl)cc1)C1CCC(=O)N1Cc1ccccc1Cl (configuration not stated)	0.23
8	CCCCCNC(=O)Cc1ccc(OC)cc1	0.77
9	COc1ccc(C(=O)Nc2ccc(S(=O)(=O)NC(C)=O)cc2)cc1	0.046
10	CCOC(=O)CSc1nc2c(c(=O)n(C)c(=O)n2C)n1CCCc1ccccc1	-0.84
11	CCOC(=O)c1cc2c(=O)[nH]ccc2nc1C	-0.17
12	COCCOC(=O)C1=C(C)NC2=C(C(=O)CC(C)(C)C2)C1c1ccc2c(c1)OCO2 (configuration not stated)	0.83

no.	Structure	Cav3 T inh
13	Cc1ccc(-c2cc(C(=O)NCc3cnn(C)c3C)c3cc(Br)ccc3n2)cc1	-0.6
14	COc1cnn(-c2ccc(C)cc2)c(=O)c1SCc1ccccc1	0.0035
15	COc1cc(CN2CCN(c3cccc(Cl)c3)CC2)cc(OC)c1OC	-0.33
16	COc1ccc(OC2C(=O)N(Cc3ccc4c(c3)OCO4)C2c2sccc2C)cc1 (configuration not stated)	-2.5
17	Cc1cccc(OCC(O)Cn2c(NCCCOC(C)C)nc3c2c(=O)[nH]c(=O)n3C)c1 (configuration not stated)	1.5
18	Cc1nc(SCc2cccc(F)c2)[nH]c(=O)c1C#N	-2.3
19	O=c1c2ccccc2nnn1CSc1ccc2c(c1)OCCO2	-2.5
20	CC1CC(C)CN(CC(=O)N2CCCc3c2c(=O)oc2ccc(OCc4ccccc4)cc32)C1 (configuration not stated)	-0.48
21	CCC(CC)C(=O)Nc1cc(C)c2c(=O)oc3ccccc3c2n1	-0.68
22	COC(=O)c1cc(COc2ccc3oc(C)c(C(=O)OC(C)C)c3c2)c(C)o1	-0.25
23	N#CCSc1nnc(-c2cnccn2)n1Cc1ccccc1	0.27
24	Cc1ccc(C(CC(=O)c2ccco2)SCCO)cc1 (configuration not stated)	1.4

no.	Structure	Cav3 T inh
25	CNC(=O)COC(=O)c1cc(F)c(F)cc1Cl	0.77
26	CN(C)/C=N/c1sccc1C(N)=O	1
27	CCO[C@@H]1OC(C(=O)N2CCN(Cc3ccc4c(c3)OCO4)CC2)=C[C@H](c2ccc(C(F)(F)F)cc2)[C@H]1CCCO	-0.5
28	COc1ccc(-c2nn(C)c(=O)c3ccccc23)cc1CNS(C)(=O)=O	1.9
29	Oc1ccc(/C=N/NC2=NCCCCC2)c(O)c1	1.5
30	CC(C)(C)C(=O)Cn1c(NCCO)nc2ccccc21	1.2
31	CCCCN(C(=O)CCC(=O)Nc1cc(C)on1)C(C(=O)NC(C)(C)C)c1cccc(OC)c1OC (configuration not stated)	-0.29
32	Cc1cccc(C(=O)O/N=C/c2c(N3CCOCC3)n(C)c3ccccc23)c1	-0.4
33	COCCN1CCc2c(C)nc3c(-c4ccc(OC)c(OC)c4)cnn3c21	0.59
34	CC(C)n1c(N2CCN(C(=O)NCc3ccccc3)CC2)nc2ccccc21	0.041
35	COc1ccc(OC(C)C(=O)Nc2cccc(OC)c2)cc1 (configuration not stated)	-0.92
36	Cn1c(N)c(C(=O)COC(=O)c2cc(C3CC3)nc3ccccc23)c(=O)n(C)c1=O	0.0046

Ordered by the number under Cav3 T inh (highest first): some entries from above
no.	Structure	Cav3 T inh
26	CN(C)/C=N/c1sccc1C(N)=O	1
27	CCO[C@@H]1OC(C(=O)N2CCN(Cc3ccc4c(c3)OCO4)CC2)=C[C@H](c2ccc(C(F)(F)F)cc2)[C@H]1CCCO	-0.5
35	COc1ccc(OC(C)C(=O)Nc2cccc(OC)c2)cc1 (configuration not stated)	-0.92

The list goes on.
no.	Structure	Cav3 T inh
37	Cc1ccc2nsnc2c1S(=O)(=O)NCc1ccc2c(c1)OCO2	-0.054
38	CCOC(=O)N1CCN(C(=O)c2ccccc2-c2ccccc2)CC1	-0.033
39	Cc1ccc(-c2nc3ccsc3c(=O)o2)cc1	-1.4
40	Cc1cc(-c2ccc3c(c2)COc2c4ccccc4nn2-3)on1	0.028
41	CC(=NC1CCCC1)c1c(C)[nH]n(-c2nc3ccccc3s2)c1=O	-0.058
42	Cc1nc2[nH]onc2c2nccc(=O)c12	0.82
43	COCCCNC(=O)C1CC(=O)N(CCc2ccccc2)C1 (configuration not stated)	0.87
44	Cc1nn(Cc2ccc(F)cc2)c(C)c1NC(=O)c1cnn2cccnc12	0.16
45	CCOC(=O)C(C)Oc1cccc2c(=O)n(CC(=O)Nc3ccc4c(c3)OCCO4)ccc12 (configuration not stated)	0.74
46	CCOC(=O)CC1(c2ccccc2)CCOC(C)(C)C1 (configuration not stated)	-0.24
47	O=C(CSCc1ccccc1Cl)N1CCN(c2ccccn2)CC1	-0.52
48	CCN(CC)c1ccc(NC(=O)c2ccc(Cl)nc2)cc1	-0.99

no.	Structure	Cav3 T inh
49	Cc1cc2nc(C3CCN(CC4COc5ccccc5O4)CC3)[nH]c2cc1C (configuration not stated)	-6.3*
50	CCCc1nc(SCC(=O)Nc2ccccc2OC)c2c(=O)n(C)c(=O)n(C)c2n1	-2.2
51	Cc1snc(S(=O)(=O)Cc2c(Cl)cccc2Cl)c1C#N	1.6
52	CCOC(=O)Cn1c(=O)c2c(nc(Br)n2Cc2ccccc2Cl)n(C)c1=O	-0.1
53	Cc1cc2cc(CNC(=O)c3cccs3)ccc2[nH]1	-0.97
54	C=C1C(=O)[C@@]23[C@H](O)C[C@@H]4C(C)(C)CC[C@H](O)[C@]4(C)[C@@H]2C[C@H](O)[C@@H]1[C@H]3O	0.47
55	COc1cccc(-c2cc(C(=O)O)no2)c1	1.3
56	COC(=O)C1C2C=CC3(CN(c4ccc(Cl)c(F)c4)C(=O)C13)O2 (configuration not stated)	-0.29
57	O=C(CSc1nnc(-c2ccco2)n1Cc1ccccc1)NC(=O)NCc1ccco1	-1.8
58	CC(C)C[C@H](NC(=O)c1nc[nH]c1C(=O)N1CCc2ccccc2C1)C(=O)OCc1ccccc1	-0.97
59	Cc1cc(OCC(=O)N2CCCC2)ccc1Cl	-0.0027
60	O=C(O)c1cn(-c2ccccc2)nc1-c1ccncc1	0.69

no.	Structure	Cav3 T inh
61	OCCN(Cc1ccccc1)Cc1ccccc1F	-0.016
62	Cc1nc2ccc(F)cc2cc1C(=O)NC(C)C	-0.56
63	Cc1cc(C)n2nc(C(=O)Nc3ccc4c(c3)OCO4)cc2n1	0.013
64	Cc1ccc(N2CCN(C(=O)N3CCCC3)CC2)cc1Cl	0.028
65	C/C=C/C=[N+](\[O-])C(C)/C(=N/O)c1ccc(F)cc1 (configuration not stated)	-0.23
66	Oc1ccccc1-c1cc(C(F)(F)C(F)F)nc(-c2ccccc2)n1	-0.49
67	Cc1ccc(C2CC(c3cccs3)n3nc(N)nc3N2)cc1 (configuration not stated)	-0.087
68	Cc1ccc(N(CC(=O)N2CCOCC2)S(=O)(=O)c2ccccc2)cc1	1.2
69	CCCCCCCCn1c(=O)c(C(=O)OCC)c(O)c2ccccc21	-7.4*
70	Cc1c(NC(=O)C2(c3ccccc3)CCCC2)c(=O)n(-c2ccccc2)n1C	0.85
71	Cc1cccc2cc(CN(CC3CCCO3)C(=O)c3cccnc3)c3nnnn3c12 (configuration not stated)	0.58
72	C/C=C(/C)C(=O)OC1c2c(ccc3ccc(=O)oc23)OC(C)(C)C1OC(C)=O (configuration not stated)	-1.6

no.	Structure	Cav3 T inh
73	Cc1nnc(SCC(=O)N2CCN(c3ccccc3)CC2)n1-c1ccccc1	0.66
74	Cc1c(NC(=O)Nc2ccc3c(c2)OCO3)c(=O)n(-c2ccccc2)n1C	-2.1
75	O=C(CN(Cc1ccccc1F)C(=O)Cn1nnc(-c2cccs2)n1)NC1CCCCC1	-6.3*
76	O=S(=O)(CCc1nc2ccccc2s1)c1ccc(Cl)cc1	-0.12
77	Cc1cc(Oc2ccc(-c3ccccc3)cc2)nc(N2CCOCC2)n1	-0.45
78	O=C(O)CCCCCCCCCC(=O)c1cccs1	-2.3
79	Cc1cc2ccccc2n1CCNC(=O)Cc1ccccc1	-0.14
80	Cc1nc2nc(SCC(=O)NCCN3CCOCC3)nn2c(C)c1Cc1ccccc1	1.3
81	Cc1cc(C)nc(SCC(=O)Nc2ccc(Br)cn2)n1	-0.98
82	COc1cc(S(=O)(=O)Nc2cccc(C(=O)O)c2)c(OC)cc1Cl	0.29
83	NC1=NC(c2ccc(F)cc2)n2c(nc3ccccc32)N1 (configuration not stated)	-0.49
84	COc1ccc(C2CC(=O)C3=C(C2)Nc2ncnn2C3c2ccccc2C)c(OC)c1 (configuration not stated)	-2.7

no.	Structure	Cav3 T inh
85	O=C(NCCN1CCc2ccccc2C1)Nc1ccc(F)cc1	-0.32
86	CCCS(=O)(=O)N1CCCC(c2nc(-c3ccc(OC)cc3)no2)C1 (configuration not stated)	0.45
87	Fc1ccccc1COc1ccc(-c2nnn(Cc3ccccc3F)n2)cc1	-2.2
88	O=C(C1CC(c2ccccc2O)=NO1)N1CCCC1 (configuration not stated)	0.059
89	CCS(=O)(=O)N1CCC(C(=O)NCc2ccc(F)cc2Cl)CC1	1.6
90	COc1ccc(C)cc1NC(=O)c1nnn(Cc2cccc(F)c2)c1N	0.64
91	CCC(Oc1ccccc1)C(=O)N1CCC(C(N)=O)CC1 (configuration not stated)	-0.26
92	CN1CCN(C(=O)c2cc3nc(-c4ccccc4)cc(-c4ccccc4)n3n2)CC1	3.4
93	COC(=O)C(O)(NC(=O)NC(C)=O)C(F)(F)F (configuration not stated)	0.34
94	CC(C)CCN1C(=O)c2ccc(C(=O)NCC3CCCO3)cc2C1=O (configuration not stated)	-0.18
95	O=C(O)c1cc(C2CC2)nc2ccccc12	-2.1
96	CCC(=O)c1cc2c(C)cc(=O)oc2c(C)c1OC	0.42

no.	Structure	Cav3 T inh
97	Cc1ccc(CSC2=Nc3ccccc3C3=NC(CC(=O)NCc4ccco4)C(=O)N23)cc1 (configuration not stated)	0.029
98	O=C(NCC(=O)N(CC1CCCO1)C1(C(=O)NC2CCCC2)CCCCC1)c1ccccc1 (configuration not stated)	1.6
99	C#CCNC(=O)C1=C[C@@H](c2ccc(C(F)(F)F)cc2)C[C@@H](OCc2ccc(CO)cc2)O1	-1.2
100	Cc1cc(O)c2c(c1)C(=O)c1cc(O)cc(O)c1C2=O	-0.095
101	CCc1nnc(N2CCN(c3ncnc4c3oc3ccccc34)CC2)s1	1.8
102	C=C1CCN([C@@H](C)C(=O)OCc2cccc(C)c2)S(=O)(=O)c2ccccc21	-1.8
103	COCCCNC(=O)c1c(N)n(/N=C/c2cccs2)c2nc3ccccc3nc12	-2.4
104	COc1ccc(-c2cc(C(F)(F)F)nc(SCCC(=O)NCc3ccccc3)n2)cc1	-5.7*
105	O=C(CN1C(=O)C2C3C=CC(C3)C2C1=O)NCc1ccc2c(c1)OCO2 (configuration not stated)	-0.73
106	N#CC1=C2C=Cc3ccccc3N2CCCC1=O	0.15
107	CCOC(=O)c1ccc(Nc2cc(C)nc(C)c2C(=O)OCC)cc1	-0.0025
108	CC1(C)CC(=O)C2=C(C1)NC(=O)CC2c1ccc(F)cc1 (configuration not stated)	0.88

no.	Structure	Cav3 T inh
109	CN(C)c1ccc(/C=C/C(O)=C2/C(=O)N(C)C3(C)CC2c2ccccc2O3)cc1 (configuration not stated)	-6.2*
110	CCc1ccc(C(=O)N2CCN(c3ccc(F)cc3)CC2)s1	-1.8
111	O=S(=O)(Nc1ccc2c(c1)OCCO2)c1ccc2oc3ccccc3c2c1	-5.9*
112	CC(C)CC(c1nnnn1CCc1ccccc1)N1CCC(C(N)=O)CC1 (configuration not stated)	1.6
113	Oc1ccc(-c2nc3ncccn3c2Nc2ccc3c(c2)OCO3)cc1	0.75
114	Clc1ccc(-c2nc3ccccc3n2OCc2ccccc2)cc1	-0.56
115	Cc1ccc(-n2nnnc2SCc2ccccn2)cc1C	0.15
116	COc1ccc(S(=O)(=O)N2CCC(C(N)=O)CC2)c2ccccc12	-0.73
117	CCN(CC)c1ccc(C2C(C(=O)OCCOC)=C(C)NC3=C2C(=O)CCC3)cc1 (configuration not stated)	0.51
118	COc1c(Cl)cc(Cl)cc1CNCCNCC(C)O (configuration not stated)	0.37
119	O=C(NCCN1CCCCC1)c1c(O)c2ccccc2[nH]c1=O	-0.0099
120	O=C(Cn1c(=O)n(Cc2ccco2)c(=O)c2ccccc21)Nc1cccc(Cl)c1	-4.5

no.	Structure	Cav3 T inh
121	CCOc1ccc(N2CC(C(=O)NCCC3=CCCCC3)CC2=O)cc1 (configuration not stated)	0.45
122	COc1cc(/C=N/N=C2\CC3CCC2(C)C3(C)C)ccc1O (configuration not stated)	-0.65
123	C=CCNC(=O)c1onc(CSc2ccc(F)cc2)c1C(=O)NCCOC	1.5
124	O=C1CCC(=O)c2oc3ccccc3c2N1	0.64
125	COc1cc(CCC(=O)OCC(=O)Nc2nc(C)c(Cl)cc2Cl)cc(OC)c1OC	0.52
126	CN(C)C(=O)CSc1nc(SCC(=O)N(C)C)n(-c2ccccc2)n1	0.22
127	CC1=C(C(=O)Nc2ccccc2)C(c2ccncc2)C(C#N)=C(SCC(=O)NC2CC2)N1 (configuration not stated)	-0.12
128	O=C(CCn1nc(-c2ccc(Cl)cc2)ccc1=O)NCCCN1CCCCCC1	0.52

Cav3 T inh, what is marked active above
no.	Structure	Cav3 T inh
49	Cc1cc2nc(C3CCN(CC4COc5ccccc5O4)CC3)[nH]c2cc1C (configuration not stated)	-6.3*
69	CCCCCCCCn1c(=O)c(C(=O)OCC)c(O)c2ccccc21	-7.4*
75	O=C(CN(Cc1ccccc1F)C(=O)Cn1nnc(-c2cccs2)n1)NC1CCCCC1	-6.3*
104	COc1ccc(-c2cc(C(F)(F)F)nc(SCCC(=O)NCc3ccccc3)n2)cc1	-5.7*
109	CN(C)c1ccc(/C=C/C(O)=C2/C(=O)N(C)C3(C)CC2c2ccccc2O3)cc1 (configuration not stated)	-6.2*
111	O=S(=O)(Nc1ccc2c(c1)OCCO2)c1ccc2oc3ccccc3c2c1	-5.9*
